L3MBTL1 block: L3MBTL1 (human) inhibition; actives 0.66% (n = 230,000); AID 485360; Potency, µM (top dose mostly 57.1 µM), without a hit: top-dose activity, negative = inhibition, usual class: inhibitors; AlphaScreen L3MBTL1–H3K9me1 peptide binding; active means well fitted inhibition curve with a large enough effect; inconclusive means small, poorly fitted or top-dose-only effect; inactive means no such curve, though single readings can be large or run the other way; further: nearly all actives have a fitted effect of over 60% in size
Target sequence (Q9Y468 whole entry, looked up): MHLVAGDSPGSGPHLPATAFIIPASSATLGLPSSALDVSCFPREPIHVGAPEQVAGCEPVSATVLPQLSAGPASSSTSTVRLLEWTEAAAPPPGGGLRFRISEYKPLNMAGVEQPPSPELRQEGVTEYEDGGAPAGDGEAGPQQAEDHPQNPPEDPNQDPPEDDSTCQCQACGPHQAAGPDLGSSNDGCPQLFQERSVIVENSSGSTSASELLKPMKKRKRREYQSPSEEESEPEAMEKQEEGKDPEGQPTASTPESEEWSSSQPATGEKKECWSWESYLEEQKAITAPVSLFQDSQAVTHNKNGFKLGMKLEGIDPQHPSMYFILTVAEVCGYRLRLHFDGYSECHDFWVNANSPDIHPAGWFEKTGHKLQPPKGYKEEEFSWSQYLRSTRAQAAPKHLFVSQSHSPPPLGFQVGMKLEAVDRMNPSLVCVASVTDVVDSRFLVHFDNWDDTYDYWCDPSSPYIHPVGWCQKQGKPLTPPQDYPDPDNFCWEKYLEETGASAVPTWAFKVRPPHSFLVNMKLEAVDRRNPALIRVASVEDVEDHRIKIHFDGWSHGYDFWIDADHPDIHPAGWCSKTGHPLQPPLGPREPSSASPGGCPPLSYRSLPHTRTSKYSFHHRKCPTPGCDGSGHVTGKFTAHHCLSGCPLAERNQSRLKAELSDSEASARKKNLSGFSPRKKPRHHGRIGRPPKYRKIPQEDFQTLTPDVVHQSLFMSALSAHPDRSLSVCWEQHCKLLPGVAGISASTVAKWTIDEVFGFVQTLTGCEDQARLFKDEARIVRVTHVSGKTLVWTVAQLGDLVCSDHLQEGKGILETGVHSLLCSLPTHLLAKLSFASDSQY
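First, the protein-peptide complex forms for 30 min at room temperature (L3MBTL1 50 nM, biotinylated H3K9me1 peptide 75 nM). Next, compounds are pin-transferred and incubated 30 min. Finally, AlphaScreen beads are added and read after 30 min.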
Active calls of the source: *; ? = inconclusive; [ ] = another dose, or the depositor's remark. On the % scale 0 is the no-effect control and ±100 the full control effect; potency means the concentration at half of the fitted maximal effect. This is a subset; rates above refer to the full screens.

Structure	L3MBTL1 block
Cc1ccc(N(CCC#N)C(=O)COC(=O)c2cc(C)oc2C)cc1	-10%
CC(NC(=O)COC(=O)c1ccc(N2CCCC2=O)cc1)c1ccc(F)cc1 (centres undefined)	6%
NS(=O)(=O)c1cccc(NC(=O)COC(=O)c2cc([N+](=O)[O-])ccc2N2CCCC2)c1	-5%
O=C(CCN=C1NS(=O)(=O)c2ccccc21)OCC(=O)c1ccc(F)cc1	0%
COc1ccc2oc(C(=O)N3CCN(C(c4ccccc4)c4ccccc4)CC3)c(C)c2c1	-4%
COc1ccc2[nH]c3c(c2c1)CCN1C(=O)C(CC(=O)NCCc2ccccn2)C[C@H](C(=O)N2CCCCC2)[C@@]31CCc1ccccc1 (some centres undefined)	-1%
O=C(CCNS(=O)(=O)c1ccccc1C(F)(F)F)NCCCN1CCOCC1	-2%
COc1ccc(C(=O)NCCCN2CCN(CCCNC(=O)c3ccc(OC)c(OC)c3)CC2)cc1OC	4%
COc1ccccc1CC(=O)Nc1ccc2[nH]ncc2c1	3%
CCCNC(=O)N1CCC(c2ccc3c(c2)OCO3)CC1	-7%
COc1ccc(C(CNC(=O)c2ccc(OC)c(S(=O)(=O)N3CCCC3)c2)N2CCCC2)cc1 (centres undefined)	-5%
C=CCOc1ccc(CN(C)c2ccc(S(=O)(=O)N3CCN(C)CC3)cc2[N+](=O)[O-])cc1	-28%
O=C(NCCCN1CCOCC1)c1ccc2ccccc2c1	26%
CC(C)(C)N1C(=O)[C@H]2[C@@H](c3ccc(Br)cc3)N3C(=O)N(c4cccc(F)c4)C(=O)[C@@]3(C)[C@H]2C1=O	6%
CCOC(=O)c1ccc(-c2c(-c3ccc(OC)cc3)oc(=O)c3cc(OC)c(OC)cc23)cc1F	14%
CN(C)S(=O)(=O)c1ccc(Cl)c(NC(=O)COC(=O)CCC2CCCCC2)c1	10%
COc1ccc(CCNCC(=O)Nc2c(C)cc(C)cc2C)cc1OC	1%
O=C(c1cccc([N+](=O)[O-])c1)N1CCN(S(=O)(=O)/C=C/c2ccccc2)CC1	0%
Cc1cc(NS(C)(=O)=O)c(=O)n(Cc2cccc(F)c2)c1	3%
O=C(COC(=O)c1ccc2ncsc2c1)Nc1cccc(Cl)c1	0%

(list continues)
Structure	L3MBTL1 block
Cc1cc2occ(CC(=O)N(C)CC(=O)Nc3ccccc3Cl)c2cc1C	3%
CC(=O)Oc1ccc(C2(C)CC(C)(C)Oc3cc(OC(C)=O)ccc32)c(OC(C)=O)c1 (centres undefined)	-1%
NC(=O)c1oc2ccccc2c1NC(=O)C1CC(=O)N(c2ccccc2)C1 (centres undefined)	4%
Cc1cc(=O)oc2cc(OCC(=O)NC3(C#N)CCCCC3)c(Cl)cc12	6%
O=C(Nc1ccccc1N1CCOCC1)c1cc(Cl)c2c(c1)OCO2	-17%
CC1CCCN(C(=O)c2cccc(S(=O)(=O)N3CCCc4ccccc43)c2)C1 (centres undefined)	2%
CCCCOc1ccc(C(=O)NCC(=O)NCC(c2ccc(OC)cc2)N2CCCC2)cc1 (centres undefined)	1%
Cc1cccc(C)c1NC(=O)CNC(=O)c1cnccn1	3%
CCOc1ccc(C(=O)OC2CCCN(C)C2)cc1 (centres undefined)	-4%
COc1ccc(Cc2nnc(NC(=O)c3cc(OC)cc(OC)c3)s2)cc1	-6%[2.29 µM]
CCN(CC)S(=O)(=O)c1cc(NC(=O)CSc2n[nH]c(N)n2)ccc1C	-2%
CC(=O)Nc1cc(NC(C)=O)cc(C(=O)OCC(=O)N(c2ccccc2)C2CCS(=O)(=O)C2)c1 (centres undefined)	-10%
NC(=O)C1CCN(C(=O)CCn2c(=O)oc3ccccc32)CC1	4%
CC(=O)c1cccc(OC(=O)c2cc(S(=O)(=O)N3CCOCC3)ccc2N2CCCC2)c1	-1%
O=C(NCCc1cnc[nH]1)Nc1cccc(C(F)(F)F)c1	-11%
CCCCn1c(N)c(N(CC(C)C)C(=O)c2ccc(S(=O)(=O)N3CCCCCC3)cc2)c(=O)[nH]c1=O	-1%
CC(Oc1ccccc1)C(=O)Nc1ccc(S(=O)(=O)N2CCN(C)CC2)cc1 (centres undefined)	-10%
Cc1ccc(CCNC(=O)c2cc(S(=O)(=O)N3CCOCC3)cn2C)cc1	2%
COc1cc(C(=O)OCC(=O)NC2CC2)cc(OC)c1OC	3%
CC(=O)c1cccc(NC(=O)C(C)OC(=O)CCn2c(C)csc2=O)c1 (centres undefined)	0%

(list continues)
Structure	L3MBTL1 block
O=C1CCN(Cc2ccccc2)CCN1[C@H](COc1ccccc1)c1ccccc1	-4%
O=[N+]([O-])c1cc([N+](=O)[O-])c(Oc2ccc(F)cc2)cc1NN1CCCCC1	-2%
FC(F)Oc1ccc(C2=Nn3c(nnc3-c3ccccc3Cl)SC2)cc1OCC1CC1	0%
O=C(c1ccc2ccccc2n1)N1CCN(S(=O)(=O)c2ccccc2)CC1	2%
O=C(O)C1CCCN1C(=O)NC1CCCCC1 (centres undefined)	17%
O=C(Nc1cc(Cl)ccc1Oc1ccccc1)C1=COCCO1	55%[activator]
CON(C)S(=O)(=O)NC(=O)C1=C(N2CCCC2)COC1=O	10%
C=CC[C@H](CC(=O)N(CCO)Cc1ccccc1)C(=O)N[C@@H](C)COC(=O)[C@@H](CC=C)Cc1ccc(F)cc1	3%
Cc1cc(C(=O)COc2ccccc2C#N)c(C)n1C1CC1	-5%
CN(C)S(=O)(=O)c1cccc(NC(=O)c2cccc(S(=O)(=O)N3CCCCCC3)c2)c1	-8%
O=C(CN1c2cccc3cccc(c23)S1(=O)=O)NCc1ccc(Cl)cc1	12%
COc1ccc(CCC(=O)OCC(=O)NCc2ccccc2)cc1	-7%
COc1ccc(/C=C/C(=O)N(CC(C)C)C2CCS(=O)(=O)C2)cc1 (centres undefined)	-2%
O=C(c1ccc(Br)o1)N1CCC(c2nc3ccccc3[nH]2)CC1	1%
C/C(=N\Nc1ccccc1[N+](=O)[O-])c1ccccc1O	?
COc1ccc(NC(=O)c2ccccc2NC(=O)CN2CCCCCC2)cc1	6%
O=C(O)c1ccc(OS(=O)(=O)c2cccc(C(F)(F)F)c2)cc1	8%
O=C1NC2(CCCCC2)C(=O)N1c1ccc(Cl)cc1	-9%
CC[C@H](C)C(N)c1cn(C(CCCN=C(N)N)C(=O)N2CCNCC2)nn1 (some centres undefined)	-1%
CCC(C)NC(=O)CSc1ccc(S(=O)(=O)N(C)C2CCCCC2)cn1 (centres undefined)	4%

Random excerpt: 4 entries already listed, in no set order.
Structure	L3MBTL1 block
CCC(C)NC(=O)CSc1ccc(S(=O)(=O)N(C)C2CCCCC2)cn1 (centres undefined)	4%
COc1ccc(/C=C/C(=O)N(CC(C)C)C2CCS(=O)(=O)C2)cc1 (centres undefined)	-2%
O=C(Nc1cc(Cl)ccc1Oc1ccccc1)C1=COCCO1	55%[activator]
COc1ccc(CCC(=O)OCC(=O)NCc2ccccc2)cc1	-7%

Some of the entries so far, as labelled records.
O=C(c1ccc2ccccc2n1)N1CCN(S(=O)(=O)c2ccccc2)CC1
  L3MBTL1 block: 2%
O=C(O)C1CCCN1C(=O)NC1CCCCC1 (centres undefined)
  L3MBTL1 block: 17%
O=C(Nc1cc(Cl)ccc1Oc1ccccc1)C1=COCCO1
  L3MBTL1 block: 55%[activator]
CON(C)S(=O)(=O)NC(=O)C1=C(N2CCCC2)COC1=O
  L3MBTL1 block: 10%

The listing continues.
Structure	L3MBTL1 block
Cc1ccc(OCCOC(=O)CN2C(=O)NC3(CCCC3)C2=O)cc1	-10%
COc1ccc(CCNC(=O)CCC(=O)N2CCOc3ccc(Cl)cc32)cc1OC	-4%
Cc1noc(C)c1S(=O)(=O)Nc1ccc2c(c1)C(=O)N([C@H](C)CO)C[C@H](C)[C@@H](CN(C)C(=O)NC1CCCCC1)O2	6%
CCCc1nnc(NC(=O)c2oc3ccccc3c2COCC)s1	-8%
Cc1c(C(=O)OCc2ccc(F)cc2)sc2nc3n(c(=O)c12)CCC3	0%
O=C(CCC(=O)n1ncc2ccccc21)NCc1ccc(F)cc1	1%
COc1ccccc1C(=O)NCCSCc1ccccc1Cl	-4%
O=C(NNC(=O)c1ccc2nc[nH]c2c1)c1ccccc1	5%
Cc1cc2c(cc(C(=O)OC(C(=O)NC3CCCCC3)C(C)C)n2C)o1 (centres undefined)	-9%
Cc1ccc(S(=O)(=O)N2CCOCC2)cc1NC(=O)CSc1nc(N)cc(N)n1	-7%
COc1ccc2ccc(=O)oc2c1CC(=O)C(C)C	-1%
CCn1c(SCC(=O)OC)nc2cc(S(=O)(=O)N3CCOCC3)ccc21	6%
COc1ccc2c(c1)[C@H]1[C@H](CO2)[C@H](c2ccccc2)[C@]2(C)C(=O)N[C@H](C)C(=O)N12	-2%
Cc1ccc(SCC(=O)OCC(=O)NC2CCCCCCC2)cc1	16%
CCN(CC)CCCN=C1N[C@@H](c2cccc(F)c2)C(C(=O)OC)=C(C)N1Cc1ccccc1	8%
Cc1cc(C)cc(N(CCC#N)C(=O)COC(=O)C2=COCCO2)c1	3%
COc1nc(NCCO)nc(Nc2cc(Cl)ccc2OC)n1	-2%
Cc1ccccc1NC(=O)CN1C(=O)NC2(CCc3ccccc32)C1=O (centres undefined)	-2%
C=CCNC(=O)c1ccc(NC(=O)CC2SC(N3CCCC3)=NC2=O)cc1 (centres undefined)	11%
COc1ccc(CN(C)C(=O)C2CSC3(C)CCC(=O)N23)cc1OC (centres undefined)	-3%

(next part)
Structure	L3MBTL1 block
CC1(C)CC(=O)C2=C(C1)Nc1ccccc1NC2c1cccc(F)c1 (centres undefined)	48%[activator]
CC(C)(CO)NS(=O)(=O)c1ccc2c(c1)Cc1cc(S(=O)(=O)NC(C)(C)CO)ccc1-2	3%[2.29 µM]
COc1ccc(N2C(=O)CC(N3CCN(c4cccc(Cl)c4)CC3)C2=O)cc1 (centres undefined)	-1%
O=C(COC(=O)C1CCN(c2ccc(C(F)(F)F)cn2)CC1)NCc1ccc(F)cc1	6%
Cc1ccc(S(=O)(=O)CCC(=O)OCC(=O)NCc2ccccc2)cc1	21%
O=C(/C=C/c1ccc(F)cc1)OCC(=O)c1ccc[nH]1	2%
CC(=O)N1CC(C(=O)Nc2ccc3c(c2)OCO3)Oc2ccccc21 (centres undefined)	-29%
CC[C@@]1(C(=O)OC)N[C@H](CN(C)C(=O)Nc2ccc(C(F)(F)F)cc2)[C@@H]2C(=O)N(Cc3ccccc3)C(=O)[C@@H]21	1%
O=C(c1cccs1)N1CC=C(c2ccccc2)CC1	50%[activator]
C#CCN1C(=O)S/C(=C\c2ccc(-c3ccc(C(=O)O)cc3C)o2)C1=O	5µM*
CC(OC(=O)c1ccccn1)C(=O)Nc1ccc2c(c1)OCCO2 (centres undefined)	-8%
Cc1nc(C)n(CCNC(=O)c2ccco2)n1	6%
Cc1nc2ccccc2n1CC(=O)c1ccc(O)c(O)c1	-8%
CC(=O)c1c(C)[nH]c(C(=O)OCc2csc(CC(=O)Nc3ccccc3C)n2)c1C	-8%
O=C(NCCN1CCCC1)C(c1ccccc1)c1ccccc1	-1%[2.29 µM]
CCCn1nc(C(=O)Nc2cccc(S(=O)(=O)N(C)c3ccccc3)c2)c2ccccc2c1=O	8%
O=C(Nc1ccncc1)c1ccc(Cl)c(S(=O)(=O)N2CCc3ccccc32)c1	-11%
CC(=O)NC(c1ccc(C(C)C)cc1)c1ccc2cccnc2c1O (centres undefined)	-11%
COc1ccc(C(=O)OC(C)C(=O)NC2CCCC2)cc1S(=O)(=O)N1CCOCC1 (centres undefined)	30%
COc1ccc([C@H]2CC(=O)C=C(c3ccc(C)c(F)c3)C2)cc1	15%

The listing continues.
Structure	L3MBTL1 block
CN(C)C(=O)c1ccc(NC(=O)COc2cccc3c2OC(C)(C)C3)cc1	-6%
COc1cc(-c2nc3ccccn3c2NCc2ccccc2)ccc1SC1CCCCC1	-2%
CN(Cc1cccs1)C(=O)c1cc(S(=O)(=O)N2CCOCC2)ccc1N1CCCC1	5%
CCN1C(=NCc2cc(OC)c(OC)c(OC)c2)N[C@@H](c2ccccc2)C(C(=O)OC)=C1C	9%
O=C(CS(=O)(=O)c1ccc(F)cc1)Nc1nnc(-c2ccccc2Cl)o1	20%
O=C(Cc1cccs1)NCc1ccc(Cl)cc1Cl	-1%
C#CCN1C(=O)S/C(=C\c2cc3c(cc2OC)OCO3)C1=O	-1%
NS(=O)(=O)CCCc1ccccc1	-3%
O=C(OCC(=O)N1CCN(C(=O)c2ccco2)CC1)c1ccc(Cl)nc1	-3%
CC(=O)C1=C(C)Nc2ncnn2C1c1ccc(F)cc1 (centres undefined)	2%
CCCNC(=O)COc1ccc(-c2nn(C)c(=O)c3ccccc23)cc1	-5%
Cc1cc(SCC(=O)OCC(=O)N2CCCC2=O)c(C)cc1Br	15%
CCCCCCc1ccc(N2C[C@H](CCCCC)[C@@H](CC(=O)NCc3ccc(OC)cc3)C2=O)cc1	-2%
CCCCS(=O)(=O)N1CCCC(C(=O)NCC2CCCO2)C1 (centres undefined)	0%
Cc1ccc(S(=O)(=O)N2CCC(C(=O)Nc3ccccc3N3CCCC3)CC2)c(C)c1	-1%
Cc1cc(Cl)ccc1OCC(=O)OCC(=O)NC1CCS(=O)(=O)C1 (centres undefined)	6%

Screening results from PubChem.
